Assay outcomes from PubChem.
EPAC1 antagonist – qHTS for Antagonist of cAMP-regulated guanine nucleotide exchange factor 3 (EPAC1): primary screen; Rap guanine nucleotide exchange factor 3 (Homo sapiens), O95398; Potency, µM (series often up to 115 µM), for the others: at the highest dose activity change, negative = inhibition, hits mostly inhibitors; EPAC1 GEF assay, Rap1b-BODIPY-GDP exchange fluorescence; AID 720709, 2013; 360,000 tested, 0.14% active;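 note: potency is the fitted concentration of half-maximal effect; plate controls were vehicle for no effect and positive control for full effect; nearly all actives have a fitted effect of over 50% in size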
Abeta rescue – qHTS for compounds that reverse cellular toxicity of Amyloid beta (A-beta) peptide in yeast: Primary Screen | AID 1347071, 2019 | Potency, µM (series often up to 46.1 µM), inactives show top-dose growth rescue, actives largely listed as activators | 410,000 tested, 0.063% active | yeast expressing A-beta42, growth rescue, OD600, 48 h; response scale: 0% DMSO, 100% iron-clioquinol control; note: potency is the fitted concentration of half-maximal effect; nearly all actives have a fitted effect of over 55% in size
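Growth rescue measured by 600 nm absorbance after 48 h yeast culture at 30 C with compound. Values normalized between DMSO and an equimolar ferric chloride plus clioquinol control.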
PLK1 PBD block – qHTS for Inhibitors of PLK1-PDB (polo-like kinase 1 - polo-box domain): Primary Screen. Serine/threonine-protein kinase PLK1 (Homo sapiens), P53350. Plk1 PBD binding of FITC phosphopeptide, fluorescence polarization. Potency, µM, for inactives: max response, negative = inhibition, most hits filed as inhibitors. 360,000 tested, 2.8% active. AID 720504, 2013; note: potency is the fitted concentration of half-maximal effect; series mostly up to about 57 µM; % is set by controls: 0 for no effect and ±100 for the full control effect; nearly all actives have a fitted effect of over 65% in size
Target sequence (P53350 whole entry, looked up, the tested form may be a part): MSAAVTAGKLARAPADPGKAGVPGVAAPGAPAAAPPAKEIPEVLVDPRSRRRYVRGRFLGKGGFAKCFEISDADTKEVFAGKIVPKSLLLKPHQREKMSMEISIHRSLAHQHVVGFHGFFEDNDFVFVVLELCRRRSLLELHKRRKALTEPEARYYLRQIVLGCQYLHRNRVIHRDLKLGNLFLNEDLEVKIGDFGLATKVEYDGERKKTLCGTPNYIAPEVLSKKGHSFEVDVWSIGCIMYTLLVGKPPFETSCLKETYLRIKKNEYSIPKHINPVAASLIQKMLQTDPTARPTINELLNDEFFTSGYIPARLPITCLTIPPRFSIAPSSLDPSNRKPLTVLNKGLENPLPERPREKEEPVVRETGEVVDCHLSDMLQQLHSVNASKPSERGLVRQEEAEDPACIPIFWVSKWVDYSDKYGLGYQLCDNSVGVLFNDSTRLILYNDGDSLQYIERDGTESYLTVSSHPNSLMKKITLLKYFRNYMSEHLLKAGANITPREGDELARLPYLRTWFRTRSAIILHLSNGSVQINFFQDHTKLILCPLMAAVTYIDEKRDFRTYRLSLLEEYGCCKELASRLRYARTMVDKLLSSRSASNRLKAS
WRN helicase inh – qHTS for Inhibitors of WRN Helicase | WRN helicase unwinding, fluorescent forked duplex, kinetic | Potency, µM (series often up to 114 µM), without a hit: at the top dose activity change, negative = inhibition, most hits filed as inhibitors | 360,000 tested, 0.46% active | AID 651768, 2012; note: potency is the fitted concentration of half-maximal effect; % is set by controls: 0 for no effect and ±100 for the full control effect; nearly all actives have a fitted effect of over 55% in size
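WRN at 20 nM final preincubated with compound 15 min at room temperature; reaction started with 100 nM fluorophore/quencher forked duplex oligonucleotide and 2 mM ATP final. Unwinding followed kinetically by red fluorescence (ex 525, em 598 nm).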
IL-2 act – qHTS of IL-2 Activators; IL-2 activation reporter assay, cell-based qHTS; stimulated with anti-CD3/CD4/CD28 beads; in transgenic mouse T cells; activation, % (series mostly up to about 46 µM); 360,000 tested, 0.065% active; in the data active = activation above about 50%; inconclusive = mostly about 30% to 49%; note: 0% is about no effect
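Readout is EGFP and DsRed signal by fluorescent plate cytometry after 18 h at 37 degrees C. Transgenic mouse T cells (750/well) received compound for 60 min before bead stimulation (anti-CD3, anti-CD4, anti-CD28); memory T cells served as non-tolerant control.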
aSyn rescue – qHTS of alpha-syn Inhibitors; Yeast expressing alpha-synuclein, growth rescue, BacTiter-Glo, 24 h; Potency, µM (top dose mostly 46.1 µM), for the others: top-dose growth rescue (activation), most hits filed as activators; 370,000 tested, 0.14% active; note: potency is the fitted concentration of half-maximal effect; % of control where 0% means no effect; nearly all actives have a fitted effect of over 65% in size
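Rescue of yeast growth: cells expressing toxic alpha-synuclein, induced in galactose at OD600 0.02, incubated with compound 24 h at 30 C. ATP luminescence quantified growth; inhibitors of toxicity appear as activators.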
FUS suppressor – qHTS for Suppressors of FUS Proteinopathy: Primary screen using FUS-linked yeast assay; S. cerevisiae FUS-expressing, growth rescue, OD600, 24 h; Potency, µM (series often up to 76.6 µM), without a hit: at the top dose growth rescue (activation), usual class: activators; 390,000 tested, 0.24% active;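 note: potency is the fitted concentration of half-maximal effect; plate controls were DMSO vehicle for no effect and reference control for full effect; nearly all actives have a fitted effect of over 55% in size; some results filed as inactive show a strong effect at the top dose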
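Quantitative HTS measuring growth restoration of FUS-toxic yeast. Galactose-induced cells (OD 0.005) were exposed 24hr at 30C to compounds at several concentrations, then absorbance at 600 nm was recorded.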
PI5P4Ka inh – qHTS for Inhibitors of phosphatidylinositol 5-phosphate 4-kinase (PI5P4K); PI5P4Kalpha enzyme, ADP-Glo luminescence, 60 min; stronger effect = lower value; AID 652105, 2013; Phosphatidylinositol 5-phosphate 4-kinase type-2 alpha (Homo sapiens), P48426; max response, %; 330,000 tested, 1.2% active; active = max response of -50% or lower; inconclusive = between -30% and -50%; inactive = -30% or higher; note: value at the top dose of about 77 µM; % is set by controls: 0 for no effect and ±100 for the full control effect
Target sequence (P48426 whole entry, looked up): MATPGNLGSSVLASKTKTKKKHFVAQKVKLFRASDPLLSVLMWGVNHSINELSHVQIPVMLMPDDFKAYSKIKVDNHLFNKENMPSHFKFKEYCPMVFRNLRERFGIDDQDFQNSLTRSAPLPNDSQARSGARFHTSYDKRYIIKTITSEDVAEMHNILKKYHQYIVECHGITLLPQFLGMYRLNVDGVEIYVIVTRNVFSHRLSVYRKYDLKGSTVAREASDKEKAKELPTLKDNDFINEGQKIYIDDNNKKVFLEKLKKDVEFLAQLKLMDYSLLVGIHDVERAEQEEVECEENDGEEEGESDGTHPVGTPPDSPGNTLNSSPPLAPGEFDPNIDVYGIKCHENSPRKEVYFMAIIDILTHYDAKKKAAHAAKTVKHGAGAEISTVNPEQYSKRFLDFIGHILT
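Human PI5P4Kalpha with substrate in 0.038 M HEPES pH 7.4, 0.28 mM EGTA, 0.1% CHAPS, 5% DMSO; reaction started with 5 microM ATP (final), 60 min at room temperature. ADP formed read by ADP-Glo luminescence.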
EPAC1 agonist – qHTS for Agonist of cAMP-regulated guanine nucleotide exchange factor 3 (EPAC1): primary screen; EPAC1 agonist qHTS, biochemical assay; response scale: 100% = response to 6.5 mM cAMP; Potency, µM (doses to about 154 µM), for inactives: at the top dose activation, most hits filed as activators; 360,000 tested, 0.073% active; AID 720707, 2013; note: potency is the fitted concentration of half-maximal effect; nearly all actives have a fitted effect of over 60% in size
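Normalized to 6.5 mM cAMP, activity reflects EPAC1-catalysed release of BODIPY-GDP from Rap1B, followed kinetically over 30 min at 480 nm excitation, 540 nm emission. Reaction contained 100 nM EPAC1, 250 nM Rap1B-BODIPY-GDP, 50 uM GDP.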
Starred values were filed as active, the others as inactive; ? = inconclusive; · = not tested or not shown; [ ] = remark or other dose. Unless noted, calls come from the whole dose curve; as a rule, active = well fitted curve in the direction sought with a large enough effect; inconclusive = small, poorly fitted or top-dose-only effect, or another doubt; inactive = no such curve, though single readings can be large; an effect the other way counts as inactive or inconclusive. An unsorted share of the library; 4.1% or so of the library scored in one or more.

Each structure is followed by: PI5P4Ka inh, aSyn rescue, Abeta rescue, PLK1 PBD block, WRN helicase inh, IL-2 act, FUS suppressor, EPAC1 antagonist, EPAC1 agonist
(1) CCOC(=O)/C(C#N)=C\c1ccco1
  ·, -4%, -2%, 1%, -16%, 0.8, 0%, 10%, -3%
(2) CNC(=S)N(C)/N=C1/C(=O)N(Cc2c(Cl)cccc2Cl)c2ccccc21
  1, 8%, 10%, -1%, -4%, 0.4, ·, -1%, -2%
(3) O=C(Nc1ccccc1)Nc1ccccc1NS(=O)(=O)c1cccs1
  -3, -1%, -16%, 2%, -9%, 1.2, 6%, -17%, -7%
(4) CCCCC/C=C/C1=CC(=O)C[C@H](c2ccc3c(c2)OCO3)C1
  11, -8%, 16%, 2%, -12%, -0.2, 8%, -16%, -12%
(5) COc1ccccc1CNC(=O)COn1nnc2ccc(S(=O)(=O)N3CCOCC3)cc21
  7, -4%, -5%, -9%, -6%, 0.1, 22%, -9%, 13%
(6) O=C(CNCc1ccccc1)Nc1ccc(Cl)cc1
  12, 0%, 4%, -11%, 5%, -0.3, -17%, -7%, -6%
(7) O=C(NCc1ccc(F)cc1)OC1CC2CC1[C@H]1CCCCN1C2=O (stereo partly drawn)
  -4, 1%, -9%, -9%, -1%, -0.6, -4%, -1%, 10%
(8) CCOC(=O)c1oc2ccccc2c1COC(=O)C(C)NC(=O)c1ccco1 (stereo not drawn)
  3, 1%, 2%, 2%, -7%, -0.6, 14%, -5%, 2%
(9) CCc1ccc(NC(=O)C(=O)NCC(O)c2ccccc2)cc1 (stereo not drawn)
  4, -2%, -13%, -9%, -21%, -6.2, ·, -5%, -8%
(10) CCCN(C(=O)Cc1ccc(S(=O)(=O)N2CCOCC2)s1)c1c(N)n(Cc2ccccc2)c(=O)[nH]c1=O
  -2, 4%, 0%, -7%, -6%, -0.1, 26%, 9%, 11%
(11) COc1cc2sc(-c3ccc(S(C)(=O)=O)cc3)c(C(=O)NCCCCO)c2cc1OC
  3, -1%, -6%, 0%, 7%, -0.2, 0%, 9%, 8%
(12) O=C(CSC1CS(=O)(=O)c2cc([N+](=O)[O-])ccc21)NNC(=O)c1ccccc1 (stereo not drawn)
  0, 0%, -22%, -5%, 2%, -0.5, -6%, -5%, -11%
(13) CC(=O)C1=C(c2ccccc2)NC(=S)NC1c1cc(Cl)c(OC(C)C)c(Cl)c1 (stereo not drawn)
  1, 12%, 12%, -3%, -5%, 0.4, 26%, -28%, -5%
(14) Cc1ccc(Nc2nc(Cl)c(C=O)s2)cc1
  -7, 1%, -5%, 2%, 3%, 0.7, -2%, 11%, -4%
(15) Cc1ccc(S(=O)(=O)C(CNC(=O)C(C)C)c2cccs2)cc1 (stereo not drawn)
  -2, 1%, -1%, -11%, 8%, -0.6, 3%, -20%, 7%
(16) C[C@H](CO)N1C[C@H](C)[C@@H](CN(C)S(=O)(=O)c2ccc(F)cc2)Oc2ccc(NC(=O)Cc3ccccc3)cc2C1=O
  1, -1%, 6%, -1%, 11%, -0.2, 28%, 4%, 2%
(17) Cc1ccc(/C=C/C(=O)NCc2ccc3c(c2)OCO3)o1
  -2, 24%, -3%, ?, -5%, -3.5, ·, 6%, -7%
(18) O=C(O)CCC(=O)CCC(=O)c1ccc(Cl)cc1
  ·, 5%, 3%, -7%, -4%, 0.7, -4%, 4%, -4%
(19) C#C[C@]1(O)CCC2C3CCC4=Cc5oncc5CC4(C)C3CCC21C (stereo partly drawn)
  0, -11%, -4%, 0%, -2%, -0.3, -19%, -17%, -21%
(20) OC(CNCc1cccnc1)COc1ccc2ccccc2c1 (stereo not drawn)
  1, 0%, -1%, -3%, 1%, -0.4, -20%, -8%, 7%

Copied from the list:
CCCCC/C=C/C1=CC(=O)C[C@H](c2ccc3c(c2)OCO3)C1 in EPAC1 agonist is listed with -12%
OC(CNCc1cccnc1)COc1ccc2ccccc2c1 (stereo not drawn) in Abeta rescue is listed with -1%

Further entries:
Each structure is followed by: PI5P4Ka inh, aSyn rescue, Abeta rescue, PLK1 PBD block, WRN helicase inh, IL-2 act, FUS suppressor, EPAC1 antagonist, EPAC1 agonist
(21) Cc1ccc(-n2nnnc2-c2cnc(-c3cccnc3)nc2C(F)(F)F)cc1
  ·, 15%, 3%, -6%, 3%, -3.2, 51%, 0%, 18%
(22) CCC(=O)Nc1ccc2c(c1)nc(CCN1CCN(c3ccccn3)CC1)n2C
  -3, 0%, -21%, -2%, -2%, 0.3, -3%, -1%, 8%
(23) Cc1ccc(-c2nc(C#N)c(N3CCC(C)CC3)o2)cc1
  7, 18%, 4%, -4%, -12%, -0.9, -9%, -6%, -6%
(24) CCCc1nc2c(nnn2Cc2ccccc2F)c(=O)[nH]1
  ·, 1%, -13%, -12%, -4%, -1.1, -14%, 3%, 9%
(25) Cc1cc(C)cc(CC(=O)N2CCC2(C)C(=O)NS(=O)(=O)c2cccc(OC(F)F)c2)c1 (stereo not drawn)
  0, -5%, -12%, 0%, -3%, 0.4, 15%, -12%, -3%
(26) O=C(CN(Cc1ccccc1)C1=NCCS1)c1ccccc1
  6, 6%, 16%, -5%, -6%, 3.0, ·, 6%, 0%
(27) CCOc1ccccc1NC(=O)CNC(=O)N1CC(=O)Nc2ccccc21
  5, 9%, -12%, -5%, -20%, 2.0, 12%, 8%, -2%
(28) CC1CCCCC1NC(=O)C1CCN(S(=O)(=O)c2cccc3nsnc23)CC1 (stereo not drawn)
  ·, 1%, -7%, 1%, -4%[57.1 µM], -2.6, -24%, 2%, 5%
(29) c1ccc(CSc2nnc3ccc(-c4ccco4)nn23)nc1
  0, -8%, -8%, -6%, 7%, -0.4, 12%, -16%, -12%
(30) CC(=O)/C(C#N)=C1\NC(=O)C(Cc2ccccc2Cl)S1 (stereo not drawn)
  ?, -64%[inhibitor], -78%[inhibitor], ?, -17%, 6.4, 27%, -8%, 14%
(31) CC(C)C(=O)N1CCN(c2nc(-c3ccccc3)c3c(c2C#N)CC(C)(C)OC3)CC1
  5, 3%, -4%, -5%, -5%, -0.8, 19%, 4%, 9%
(32) COc1ccc2sc(-c3ccccc3OC)c(C#CC(C)(C)O)c2c1
  41, -22%, 12%, -10%, 1%, 0.6, 39%, 2%, 15%
(33) CCN(CC)C(=O)c1ccc(C(=O)c2c(C)cc(C)cc2C)cc1
  4, -3%, 0%, -7%, -1%, -0.1, 19%, -6%, -2%
(34) CN(C)c1ncnc2c1C(c1ccccc1)C(C)(C)O2 (stereo not drawn)
  -9, 6%, 4%, 4%, 6%, -5.3, ·, 5%, -7%
(35) CN1CCN(C2CCN(S(=O)(=O)c3ccc(C(C)(C)C)cc3)CC2)CC1
  -5, 3%, 7%, -3%, 11%, 4.1, 2%, -27%, -18%
(36) N#Cc1ccccc1Sc1ccccc1C(=O)Nc1ccccc1
  1, 18%, 18%, -4%, -3%, 0.2, 4%, ?, 20%
(37) Cn1cc(-c2nnc(-c3ccccc3)o2)c2ccccc21
  3, 4%, 11%, -2%, -7%, -1.0, 18%, -3%, -6%
(38) CCc1sc(C(=O)NCCc2ccc(S(N)(=O)=O)cc2)cc1C
  1, -1%, -9%, -2%, -9%, -0.5, 24%, ?, 5%
(39) COc1ccc(C(=O)NCCC2=CCCCC2)cc1OC
  2, 1%, 15%, -4%, -7%, 0.3, -13%, 0%, 5%
(40) Cc1ccc([C@H]2N[C@]3(CCCN(Cc4ccc(Cl)cc4)C3=O)[C@H]3C(=O)N(Cc4ccccc4)C(=O)[C@@H]23)cc1
  -7, 16%, 3%, -13%, 0%, -2.6, ?, -9%, -6%
(41) COc1ccc(/C=C2\Sc3ccc(C(=O)N4CCN(Cc5ccccc5)CC4)cc3N(C)C2=O)cc1OC
  3, -7%, ·, -12%, -4%, -0.4, ?, ?, 1%
(42) O=C(COC(=O)C1CCN(c2ccc(C(F)(F)F)cn2)CC1)c1ccc(Cl)cc1
  1, 3%, 40%, -1%, -12%, -0.4, 18%, -30%, 4%
(43) O=c1cc(-c2ccccc2Cl)oc2ccc([N+](=O)[O-])c(O)c12
  -7, 1%, 3%, ?, -5%, -0.5, -5%, 7%, -6%
(44) COc1ccc(NC(=O)NNC(=O)c2ccc3ccccc3c2)cc1OC
  1, 0%, -1%, -6%, -14%, -0.9, 18%, -6%, -7%
(45) CCOC(=O)NC(NC(=S)Nc1ccccc1OC)C(Cl)(Cl)Cl (stereo not drawn)
  6, 5%, 5%, ?, -13%, 1.8, ·, -23%, 1%
(46) CS(=O)(=O)c1ccc(Cl)c(NC(=O)COC(=O)/C=C/c2cnc3ccccc3n2)c1
  -7, 4%, -10%, -17%, -4%, -1.7, 8%, 3%, -5%
(47) CCC(=O)Nc1cccc(NC(=S)NC(=O)c2cccs2)c1
  15, 10%, 23%, -6%, -4%, -0.3, ·, -1%, -2%
(48) COc1ccc(CCNC(=O)CCCc2nnc3n(C)c(=O)c4sccc4n23)cc1OC
  4, -1%, -18%, -2%, 1%, -0.4, -1%, -6%, -1%
(49) C[C@@H]1CN([C@H](C)CO)C(=O)CCCn2cc(nn2)CO[C@H]1CN(C)C(=O)Cc1ccccc1
  -13, -1%, -7%, -21%, -5%, -3.9, -21%, -15%, 9%
